Screening data as filed in PubChem.
MazEF act = MazEF (E. coli) toxin RNase activation. activation, % at 20 µM. AID 504720. hit rate 0.32% among 350,000. FAM/BHQ RNA-DNA oligo cleavage fluorescence, 5 h; in the data active = activation above about 50%
Target sequence (P0AE70 whole entry, looked up): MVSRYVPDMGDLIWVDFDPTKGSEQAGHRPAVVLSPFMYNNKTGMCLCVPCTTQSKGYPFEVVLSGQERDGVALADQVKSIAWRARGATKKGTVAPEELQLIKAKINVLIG
CCHFV vOTU inh = CCHFV vOTU protease inhibition. hit rate 0.55% among 370,000. Pep-AMC fluorescence. inhibition, % at 11.5 µM; in the data active = inhibition above about 30%; note: 0% = vehicle wells with enzyme and 100% = no enzyme wells
TcdB inh = blocks C. difficile toxin B glycohydrolase activity. P18177. TcdB glycohydrolase enzymatic assay, plate reader. inhibition, % at 9.99 µM. hit rate 0.24% among 350,000. AID 652162; in the data active = inhibition above about 10%
PrPC TRFRET = reduces human prion protein on the cell surface; P04156; cell surface PrPC, TR-FRET read-out; inhibition, % at 13.8 µM; hit rate 0.43% among 370,000; in the data active = inhibition above about 24%; note: 0% = median of the test wells and 100% = reference compound wells
BH1578 lux ind = quorum light induction in luxS cqsA deficient V. cholerae; hit rate 0.16% among 350,000; V. cholerae BH1578 lux reporter, luminescence, 6 h; activation, % at 18.7 µM; in the data active = activation mostly above about 9.7%, no sharp cut-off; inconclusive = no clear call, values can overlap the other calls; inactive = mostly below about 3.7%; note: not every result past the cut was called active; inactives centre near 0; reference of the scale not given here
Yp Topo-I inh = Y. pestis Topo-I inhibition via cleavage products. Y. pestis Topo-I cleavage product accumulation, plate reader. activity, % at 10 µM. hit rate 0.064% among 360,000. AID 504884; in the data active = activity above about 50%, passing the limit was not always enough; inconclusive = no clear call, values can overlap the other calls; note: inactives centre near 2
3CLpro inhibitor = SARS-CoV 3CLpro protease inhibition | recombinant SARS-CoV 3CLpro, quenched FRET peptide cleavage | inhibition, % at 6 µM | hit rate 0.14% among 290,000; in the data active = inhibition above about 12%
VHR inh abs = DUSP3 (human) phosphatase inhibition; P51452; recombinant VHR phosphatase, pNPP absorbance; inhibition, % at 13.3 µM; hit rate 0.52% among 290,000; in the data active = inhibition above about 50%; note: some compounds called inactive have numbers as strong as hits
Target sequence (P51452 whole entry, looked up): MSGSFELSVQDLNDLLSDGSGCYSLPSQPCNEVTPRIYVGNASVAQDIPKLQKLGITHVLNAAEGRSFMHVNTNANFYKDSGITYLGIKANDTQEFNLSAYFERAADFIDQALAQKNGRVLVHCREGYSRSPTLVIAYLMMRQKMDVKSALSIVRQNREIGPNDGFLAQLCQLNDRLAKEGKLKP
Rv3671c protease = inhibits the M. tuberculosis serine protease Rv3671c. hit rate 0.048% among 320,000. P9WHR9. inhibition, % at 5.96 µM; in the data active = inhibition above about 38%;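 note: extracellular domain of Rv3671c used as enzyme; 0% = enzyme with DMSO and 100% = no enzyme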
Target sequence (P9WHR9 whole entry, looked up, the tested form may be a part): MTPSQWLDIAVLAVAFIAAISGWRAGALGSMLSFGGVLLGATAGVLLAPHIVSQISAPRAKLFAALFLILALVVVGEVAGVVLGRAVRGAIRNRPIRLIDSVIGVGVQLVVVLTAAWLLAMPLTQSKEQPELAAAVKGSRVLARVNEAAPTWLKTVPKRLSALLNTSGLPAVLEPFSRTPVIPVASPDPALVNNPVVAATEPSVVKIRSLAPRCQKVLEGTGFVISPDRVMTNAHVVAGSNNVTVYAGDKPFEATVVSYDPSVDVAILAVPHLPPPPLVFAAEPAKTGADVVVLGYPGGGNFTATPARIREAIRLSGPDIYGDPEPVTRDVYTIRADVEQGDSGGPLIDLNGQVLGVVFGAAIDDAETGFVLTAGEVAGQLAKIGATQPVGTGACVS
PriA SSB inh = inhibitors of Klebsiella pneumoniae PriA binding to SSB C-terminal tail; AlphaScreen SSBct-PriA binding, biotinylated peptide; inhibition, % at 33 µM; hit rate 0.6% among 430,000; in the data active = inhibition mostly above about 37%, no sharp cut-off; inactive = mostly below about 20%;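 note: plate controls were negative control peptide for no effect and reference peptide for full effect; strong numbers were not always called active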
* = called active by the depositor; i = inactive; u = inconclusive; x = no result given; & = joins results of further samples. Only part of the results is shown (hit frequency here may not be typical).

SMILES	MazEF act	CCHFV vOTU inh	TcdB inh	PrPC TRFRET	BH1578 lux ind	Yp Topo-I inh	3CLpro inhibitor	VHR inh abs	Rv3671c protease	PriA SSB inh
Cc1nn(C)cc1CNC(=O)Nc1ccc(Br)cc1Cl	17	5	x	-3	-0.3	-10	-3	9	4	-9
CC(CCc1ccccc1)NC(=O)c1ccccc1Cl (stereo not given)	7	-1	-0.5	-3	i	0	-2	2	-2	-8
COc1ccccc1-c1cc(=O)c2c(O)ccc([N+](=O)[O-])c2o1	0	3	0.8	-4	i	4	x	30	4	-5
COC(=O)[C@@]1(Cc2ccc(OC)cc2)[C@H]2c3cc(C(=O)N4CCCC4)n(CCn4cc([N+](=O)[O-])nc4C)c3C[C@H]2CN1C(=O)c1ccccc1	9	9	2.0	-1	0.7	1	0	12	3	2
COc1ccc(S(=O)(=O)N2CCCC2CNC(=O)C(=O)NCc2ccccn2)cc1 (stereo not given)	2	-3	-0.5	0	0.2	-3	x	x	2	-9&-3
CSc1ccccc1C(=O)N1CCN(c2ccc(F)cc2)CC1	-1	-2	x	-5	i	8	-1	27	0	4
Cc1cccc(-n2c(CNC(=O)c3ccc(S(=O)(=O)N(C)C)cc3)nnc2SCC(=O)Nc2ccc(F)cc2)c1	-6	17	x	-7	-0.8	28	-1	8	-21	-11
Cc1nc([N+](=O)[O-])cn1CC(O)c1ccc(Cl)cc1 (stereo not given)	2	7	8.8	-7	-0.7	-1	6	5	-2	-11
CC1(C)Cc2cccc(Oc3ccc(S(=O)(=O)N4CCCCC4)cn3)c2O1	6	-16	1.8	-2	2.3	4	-3	10	2	-14
CCCCc1nnc(NC(=O)C23CC4CC(CC(NC(C)=O)(C4)C2)C3)s1	-1	12	0.8	-5	-3.4	20	0	-6	3	4
Cc1c(-c2ccc(Br)cc2)nc2ccccn12	-3	-2	1.5	-13	-0.2	5	4	43	-6	-5
Cc1cc(/C=C(\C#N)C(=O)NCc2ccco2)c(C)[nH]1	0	7	x	-5	i	-5	2	12	1	1
O=C(NNC(=O)c1cc([N+](=O)[O-])ccc1Cl)c1cccs1	-17	6	-9.8	-17	-0.1	-3	-1	-10	-2	-10
CCCCN1C(=O)C2Cc3c([nH]c4ccccc34)CN2C1=S (stereo not given)	-24	2	-2.2	-3	-0.3	-3	-1	6	-2	-8
COc1cccc(/C=N/n2c(-c3cc(C)[nH]n3)n[nH]c2=S)c1	10	-4	6.8	-7	-0.4	3	-1	4	-3	x

Some entries already given, reduced to PriA SSB inh, TcdB inh and 3CLpro inhibitor.
Compound,PriA SSB inh,TcdB inh,3CLpro inhibitor
CC(CCc1ccccc1)NC(=O)c1ccccc1Cl (stereo not given),-8,-0.5,-2
Cc1nc([N+](=O)[O-])cn1CC(O)c1ccc(Cl)cc1 (stereo not given),-11,8.8,6
Cc1nn(C)cc1CNC(=O)Nc1ccc(Br)cc1Cl,-9,x,-3
Cc1c(-c2ccc(Br)cc2)nc2ccccn12,-5,1.5,4
CCCCN1C(=O)C2Cc3c([nH]c4ccccc34)CN2C1=S (stereo not given),-8,-2.2,-1

Pulled one by one from the list above, 3 records:
SMILES	MazEF act	CCHFV vOTU inh	TcdB inh	PrPC TRFRET	BH1578 lux ind	Yp Topo-I inh	3CLpro inhibitor	VHR inh abs	Rv3671c protease	PriA SSB inh
Cc1cc(/C=C(\C#N)C(=O)NCc2ccco2)c(C)[nH]1	0	7	x	-5	i	-5	2	12	1	1
COC(=O)[C@@]1(Cc2ccc(OC)cc2)[C@H]2c3cc(C(=O)N4CCCC4)n(CCn4cc([N+](=O)[O-])nc4C)c3C[C@H]2CN1C(=O)c1ccccc1	9	9	2.0	-1	0.7	1	0	12	3	2
Cc1c(-c2ccc(Br)cc2)nc2ccccn12	-3	-2	1.5	-13	-0.2	5	4	43	-6	-5

(more compounds)
SMILES	MazEF act	CCHFV vOTU inh	TcdB inh	PrPC TRFRET	BH1578 lux ind	Yp Topo-I inh	3CLpro inhibitor	VHR inh abs	Rv3671c protease	PriA SSB inh
CC[C@H](C)C(=O)O[C@H]1CCC=C2C=C[C@H](C)[C@H](CC[C@@H]3C[C@@H](O)CC(=O)O3)[C@H]21	5	0	1.6	4	-0.5	12	1&-1	7&24	-3	-15
Clc1ccc2nc(N3CCNCC3)nc(-c3ccccc3)c2c1	37	-28	x	-20	i	-4	1	52*	-3	-21
Brc1ccc(-c2nc(-c3ccccc3)no2)o1	-8	-7	x	11	i	4	-1	3	-7	-53
CCCCCOc1ccc(Cl)cc1CN1CCOCC1	1	7	x	-5	-0.1	29	-2	6	-4	-18
CCN(CC)S(=O)(=O)c1ccc(N2CC(C(=O)NCc3ccco3)CC2=O)cc1 (stereo not given)	10	-12	-0.1	1	-0.3	4	x	x	x	x
C=CCOc1ccccc1CN1CCCCCC1	6	-4	0.2	0	i	6	5	18	x	13
OCC[C@@H]1C[C@H](O)[C@@H](O)[C@]2(CCCc3ccccc3O2)O1	2	-6	0.4	0	-1.2	-7	0	33	5	-23
O=C(CSc1nnnn1-c1cccc(F)c1)NC1CCCCC1	6	3	1.5	-3	-1.8	-4	x	x	6	-5
CC(=O)c1sc(NC(=O)C2CC(=O)N(Cc3ccco3)C2)nc1-c1ccccc1 (stereo not given)	4	22	0.5	-3	-1.1	4	x	x	1	7
O=C(NCCc1ccccc1)c1n[nH]c(=O)c2ccccc12	4	4	0.6	4	-0.5	2	3	8	7	-1
CC(=O)c1ccc(-c2nnc(CCC(=O)N(C)Cc3cnc4ccccn34)o2)s1	-8	-6	0.3	-11	x	-3	6	3	3	-4
CN(CC(=O)Nc1ccc(Cl)cc1)C1=NS(=O)(=O)c2ccccc21	5	-2	1.8	-2	i	-9	x	x	-3	-15
COc1ccc(C(=O)NC(=S)N2CCOCC2)cc1Br	2	15	1.7	-7	i	1	-2	31	-6	-8
CCc1c(C(=O)N2CCCN(C)CC2)csc1C	4	16	1.1	-4	i	-1	-5	17	-7	-6
COc1ccc(COCC(O)CN(Cc2ccccc2)C(C)C)cc1OC (stereo not given)	-1	-15	1.1	3	i	-2	-3	-8	0	3
CC(=O)N/C(=C\c1ccccc1)C(=O)OCC(=O)NC1CCCC1	-4	-4	-7.2	4	-0.2	-3	3	58*	0	-6
O=C(CSc1nnc(-c2ccco2)o1)c1ccc(O)cc1O	18	2	x	-5	-0.3	10	6	44	-15	-3
O=C(/C=C/c1ccccc1Cl)Nc1ccc(Cl)cn1	-30	-11	0.3	-2	0.0	1	-1	12	-8	2
O=S(=O)(NN=C1CCCCC1)c1ccccc1	17	21	-2.9	-12	-0.8	0	1	0	-4	-7
CC(C)CC(N)c1csc(NC(=O)c2cc(C(C)(C)C)nn2Cc2ccccc2)n1 (stereo not given)	x	25	-2.9	14	-0.5	0	x	x	x	x
O=C(NC1=NCCS1)C1CC(=O)N(c2ccc(Cl)cc2)C1 (stereo not given)	15	5	-2.2	1	-0.3	-8	2	6	5	-4
CCCn1c(SCC(=O)Nc2ccc(NC(=O)CC)cc2)nc2c1c(=O)n(C)c(=O)n2C	-5	3	0.8	-6	-0.1	1	3	-12	-2	-17
CCCn1nnnc1SCC(=O)NCc1ccccc1	-5	10	x	0	i	u	6	29	8	-17
O=C1CC(SCCO)C(=O)N1c1ccccc1 (stereo not given)	-4	0	-0.8	5	-0.2	1	11	21	-6	-1
Cc1cccc(CNC(=O)C2CCC(=O)N(Cc3ccccc3F)C2)n1 (stereo not given)	-10	-1	-2.8	6	-0.5	3	5	-12	x	-21
CC(=O)Nc1ccc(Cc2ccncc2)cc1	5	8	x	1	3.2	-12	-1	17	-3	-14
CC(C)C(=O)Nc1cccc(NC(=O)c2ccc(Cl)cc2Cl)c1	-3	-17	x	8	-0.1	1	0	-7	-8	-8
CC1C(=O)N(Cc2cn(Cc3ccco3)nn2)CCS(=O)(=O)N1Cc1ccc(-c2cccc(CO)c2)cc1 (stereo not given)	6	-5	1.2	1	-0.4	16	x	x	x	x
c1ccc(-c2ccccc2OCCn2cncn2)cc1	-3	3	x	1	2.6	-2	0	-15	6	9
O=C(NN1C(=O)c2ccccc2C1=O)C1CC2CCC1C2 (stereo not given)	-2	-5	-3.3	-4	-0.2	-2	2	1	-4	-1
COCCN(C(=O)c1ccc(OC2CCN(S(=O)(=O)N(C)C)CC2)cc1)C(C)C	0	-1	0.0	7	-0.2	11	-1	61	-8	7
O=C(Cc1ccc(F)cc1)N[C@@H]1c2ccccc2CC[C@H]1OCc1ccccc1	5	-4	1.2	-4	0.0	0	x	x	x	-9
COc1ccc(Cn2nnnc2C(C(C)C)N(Cc2ccco2)Cc2cccs2)cc1 (stereo not given)	-2	17	x	1	-5.9	40	2	29	-7	-5
COc1ccc(/C=C/C(=O)NC(=S)NNC(=O)c2ccco2)cc1	-1	7	x	-11	0.7	2	2	9	-6	-10
CCOC(=O)CCn1cc(F)c(=O)n(Cc2ccccc2)c1=O	9	-4	x	-7	x	7	2	7	-6	-8
O=C(CNS(=O)(=O)/C=C/c1ccccc1)OCC(=O)N1CCC(Cc2ccccc2)CC1	-3	14	x	5	-4.8	2	2	2	3	-7
CC(=O)C1=C(C)N(CC2CC2)C(=O)N[C@H]1c1cccs1	6	x	x	x	i	-11	4	-4	-2	-4
CCOP(=O)(OCC)/C(C#N)=C/c1ccc(Br)cc1	11	22	-3.3	-3	i	9	3	-2	0	3
CCOc1ccc(N(C)S(=O)(=O)c2ccc(C)c(C(=O)NCc3cccs3)c2)cc1	-8	6	-1.0	9	-2.1	21	x	x	-6	-12
Cc1ccc(N2C(=O)N(CC(=O)Nc3ccc(C)cc3C)C(=O)C2C)cc1 (stereo not given)	0	2	0.5	11	1.6	-10	4	23	-5	1
CCC(C)NC(=O)c1cccc(OCc2c(C)noc2C)c1 (stereo not given)	11	-4	1.2	-1	-0.4	-2	5	-7	-9	-1
CCN(c1cccc2ccccc12)S(=O)(=O)c1ccc(Cl)nc1	2	-13	0.4	-4	i	15	0	12	-3	-24
COCC(=O)Nc1ccc2c(c1)OCO2	13	1	x	0	-0.3	4	1	4	1	-7
CCOC(=O)c1sc(NC(=S)NC(=O)CC(C)C)cc1C	-2	22	x	37*	i	2	0	11	-18	-15
OC(CN1CCCCC1)c1ccc2c3c(cccc13)CC2 (stereo not given)	15	-1	1.1	3	i	1	x	x	x	-5
NC(c1ccccc1)c1ccncc1 (stereo not given)	7	10	0.9	-11	-0.6	-1	-2	16	4	12
O=C(CC(SCCO)c1ccc([N+](=O)[O-])cc1)c1ccco1 (stereo not given)	-4	-2	1.0	3	-0.5	0	-1	7	-2	5&11
CCOC(=O)c1ccc(OCCOc2ccccc2C)cc1	-12	5	-5.5	7	-0.2	48	0	26	6	-49
CCCN1CCc2[nH]c(=S)[nH]c(=O)c2C1	1	10	0.9	-3	-0.2	-6	-7	-2	-5	-4
C=CCN1C(=O)C(CC(=O)O)S/C1=N/N=C/c1ccc(N(CC)CC)cc1 (stereo not given)	-6	-30	0.9	-5	-3.2	-1	x	x	-5	x
CCCN(C(=O)CSCC(=O)Nc1ccc(OC)cc1)c1c(N)n(Cc2ccccc2)c(=O)[nH]c1=O	-8	8	0.9	0	i	4	x	x	-5	1
CCC1=Nc2ccc(Br)cc2C(c2ccccc2)N1CC(=O)OC (stereo not given)	9	7	x	-9	0.3	9	3	27	1	-6
CCOc1cccc(/C=C/c2ccc3cccc(O)c3n2)c1O	14	2	0.7	-27	-0.4	2	-4	x	7	2
CCCCCCOc1ccc(C(CC(=O)NC)C(=O)O)cc1 (stereo not given)	3	10	0.8	-7	0.2	0	6	27	-4	6
CN(C(=O)C1CCCCC1)C1CCS(=O)(=O)C1 (stereo not given)	3	3	0.2	1	-1.2	3	x	x	3	-2
Cc1nn(C)c(Nc2ccc(Br)cc2)c1Br	6	4	2.8	11	-0.4	7	2	-13	2	-11
COc1ccc(OC)c(C(=O)COC(=O)c2c(OC)cccc2OC)c1	0	7	x	-3	-2.9	12	-4	14	-6	-3
COc1cccc(OCC(O)CN(CCO)Cc2ccccc2)c1 (stereo not given)	2	5	x	-5	-0.4	-1	0	3	5	3
